From PubChem BioAssay
M. tuberculosis HTS = M. tuberculosis growth inhibition, HTS (AID 449762) | M. tuberculosis H37Rv growth inhibition, 7H9 media; higher % means a stronger effect | actives 0.59% (n = 330,000) | inhibition, % at 25 µM, or IC50 in µM where a hit was titrated; in the data active = a potency from the dose series; inconclusive = inhibition above about 70% without an active follow-up result;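 note: bacterial growth assessed after seven days of incubation; strong numbers were not always called active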
inhibitors of VEEV = inhibitors of VEEV TC-83 cytopathic effect, confirmation, Vero cells (AID 588727). inhibition, % at 20 µM; hits with a dose series show IC50 in µM. Vero cells, VEEV TC-83 cytopathic effect inhibition; higher % means a stronger effect. actives 0.13% (n = 350,000); in the data active = a potency from the dose series; inconclusive = inhibition mostly from about 14% at the one dose, without a potency; inactive = the rest, 99 in 100 with inhibition below about 12%; note: strong numbers were not always called active
M. tuberculosis = growth inhibition of non-replicating M. tuberculosis (AID 488890); Mycobacterium tuberculosis non-replicating, growth inhibition; higher % means a stronger effect; inhibition, % at 25 µM; hits with a dose series show IC50 in µM; actives 0.39% (n = 320,000); in the data active = a potency from the dose series; inconclusive = inhibition mostly from about 82% at the one dose, without a potency; inactive = the rest, 99 in 100 with inhibition below about 76%;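 note: plate controls were DMSO cells for no effect and high antibiotic wells for full effect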
influenza NS1A = NS1A inhibition, H1N1 influenza, cell based functional assay (AID 504329) | NS1A functional cell-based assay, percent inhibition; higher % means a stronger effect | inhibition, % at 12.5 µM; hits with a dose series show IC50 in µM | actives 0.3% (n = 340,000); in the data active = a potency from the dose series; inconclusive = inhibition above about 27% without an active follow-up result; note: strong numbers were not always called active
Salmonella PhoP GFP = PhoP regulon inhibitors, Salmonella typhi PhoP promoter GFP reporter, confirmatory (AID 1850); Salmonella Typhi PhoP-promoter GFP reporter, fluorescence, 4 h; higher % means a stronger effect; inhibition, % at 50 µM, or IC50 in µM where a hit was titrated; actives 0.33% (n = 310,000); in the data active = a potency from the dose series; inconclusive = inhibition mostly from about 25% at the one dose, without a potency; inactive = the rest, 99 in 100 with inhibition below about 19%;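 note: 0% = induced wells with vehicle and 100% = uninduced wells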
* hit, by the source's call; i = inactive; ? = inconclusive; / = not tested or not shown.

Values in the order – M. tuberculosis HTS, inhibitors of VEEV, M. tuberculosis, influenza NS1A, Salmonella PhoP GFP
COc1ccccc1NS(=O)(=O)c1cccc(C(=O)NCC(c2cccs2)N2CCOCC2)c1 (stereo not drawn)
    -8%, 2.1%, 17%, -5%, /
O=C(NNC(=S)NC1CCCCC1)c1ccccc1O
    2%, 3.0%, -2%, 5%, -13%
N#CC1=C(N)Nc2nc3ccccc3n2C1c1ccc(Cl)cc1 (stereo not drawn)
    -3%, 2.6%, -5%, 1%, 4%
Cc1cc(C(=O)N(C)CC(=O)Nc2ccccc2C(F)(F)F)c(C)o1
    -18%, 1.4%, -12%, -3%, -13%
CN(CCc1ccccc1)C(=O)c1cccc(NC(=O)Cc2cccc(NC(=O)C3CCN(C(=O)C4CC4)CC3)c2)c1
    /, 0.7%, /, -6%, /
CN(C)CCNC(=S)Nc1cccc(Cl)c1
    2%, 1.4%, 26%, 6%, 0%
CC1CCc2nc3sc4c(c3c(N)c2C1)CCCC4 (stereo not drawn)
    ?, 1.1%, ?, 0%, 1%
COc1ccc(N2CCN(C(=O)CC34CC5CC(CC(C5)C3)C4)CC2)c([N+](=O)[O-])c1
    12%, i, 31%, 6%, -5%
COc1cccc(NC(=O)CN(C)C(=O)c2ccccc2-c2nc3ccccc3s2)c1
    -5%, 9.9%, 13%, -5%, -3%
Cc1cc(C(=O)COc2ncnc3sccc23)c(C)n1C
    2%, 3.4%, 23%, 21%, 0%
CC(=O)c1ccc(NC(=S)N2CCCC(C(F)(F)F)C2)cc1 (stereo not drawn)
    3%, 1.9%, 15%, 8%, 0%
COc1ccccc1NS(=O)(=O)c1cccc(C(=O)OCC(=O)Nc2cc(C)on2)c1
    -8%, 6.2%, 11%, -8%, -13%
COC1CCCCC1NCCc1ccccc1 (stereo not drawn)
    -2%, 0.9%, -1%, -3%, -8%
COc1ccc(CN(C)CC(=O)Nc2ccccc2C(=O)NC2CC2)cc1
    7%, 4.9%, /, -2%, /
O=C(NNc1cc(Cl)cc(Cl)c1)C1CCC1
    ?, 0.6%, 48%, -1%, -18%
Cc1cccc(N2CCN(Cc3nc(-c4cccc(Oc5ccccc5)c4)oc3C)CC2)n1
    68%, i, 55%, -3%, -2%
Cc1ccc(NC(=S)NC2CCCC2)cc1C
    -2%, 1.2%, ?, -14%, 11%
O=C(N/N=C/c1ccc2ncccc2c1)c1cc(-c2cccs2)nc2ccccc12
    2%, 8.5%, 8%, -5%, 0%
COc1ccc(/C=N/NC(=O)C(=O)N2CCN(c3ccccc3OC)CC2)cc1
    /, 2.6%, /, 8%, 0%
CCOC(=O)c1c(NC(=O)C(C)Sc2c[nH]c3ccccc23)sc2c1CCC2 (stereo not drawn)
    4%, 4.6%, -2%, 31%, 1%
Cc1cc(C)cc(NC(=O)C(Nc2ccccc2)c2ccccc2)c1 (stereo not drawn)
    0%, i, 59%, -8%, -9%
O=S(=O)(c1ccc2ccccc2c1)N1CCCCC1
    -9%, 0.1%, 15%, -6%, 9%
Cc1cccc(NC(=O)C2CCN(S(=O)(=O)c3cccc4nonc34)CC2)c1
    -8%, 4.3%, -8%, 7%, -4%
COC(=O)C1=C(C)N(Cc2ccccc2)C(=NCc2ccc(OC)cc2)N[C@H]1c1ccccc1
    ?, 0.1%, ?, 19%, /
CCC(c1nnnn1CCc1ccccc1)N(Cc1ccco1)Cc1cc2c(C)ccc(C)c2[nH]c1=O (stereo not drawn)
    -10%, 8.5%, 18%, 3%, 2%
CC1CCN(CCCNC(=O)CN2CCN(Cc3ccc(Cl)cc3)C2=O)CC1
    3%, 0.7%, /, -6%, -6%
CC(C)N(C(=O)c1sc2cc([N+](=O)[O-])ccc2c1Cl)C(C)C
    1%, 2.2%, ?, 14%, 2%
Cn1c(SCC(=O)OC2CCCCC2)nnc1-c1ccc(S(=O)(=O)N2CCCC2)cc1
    -6%, 0.6%, 39%, -17%, 2%
COc1cccc(NC(=O)CN2C(=O)NC(C)(c3ccc(C)cc3)C2=O)c1 (stereo not drawn)
    -3%, 2.0%, -2%, -5%, -4%
CCCCNC(=O)C1(c2ccc(OC)cc2)CCOCC1
    -2%, 0.0%, 6%, 1%, -5%

Values in the order – M. tuberculosis HTS, inhibitors of VEEV, M. tuberculosis, influenza NS1A, Salmonella PhoP GFP
O=C(C1=C[C@@H](c2ccccc2)C[C@@H](OCCCCO)O1)N1CCOCC1
    1%, 3.6%, 11%, -6%, -4%
CCN1CCN(C(=O)c2cc3cc(F)ccc3[nH]2)CC1
    1%, i, -4%, 3%, 102µM*
O=C(Nc1ccc(S(=O)(=O)Nc2nccs2)cc1)c1cc(-c2ccccn2)nc2ccccc12
    26%, 1.5%, 65%, 5%, 5%
COc1ccccc1-c1ccc2nnc(SC)n2n1
    -5%, 1.7%, -6%, -3%, 0%
NC1=NC(c2ccccc2)N=C(Nc2ccccc2)N1 (stereo not drawn)
    1%, /, -3%, /, -1%
Cc1cc(OC(C)C(=O)NCC2CCC(C(=O)O)CC2)c2c3c(c(=O)oc2c1)CCC3 (stereo not drawn)
    3%, 3.0%, 2%, 9%, 6%
O=C(Nc1ccccc1[N+](=O)[O-])C1=C(O)CCn2c1nc1ccccc12
    -4%, i, -17%, -15%, -8%
Cc1sc2nc(CSc3ccc([N+](=O)[O-])c(C(F)(F)F)c3)[nH]c(=O)c2c1C
    6%, 1.2%, /, 7%, -2%
O=[N+]([O-])c1cc([N+](=O)[O-])c2oc(-c3ccccc3)c(Br)c2c1O
    /, 0.7%, /, -25%, /
CC(=O)c1c(C)oc2ccc(NS(=O)(=O)c3ccc(C(=O)O)cc3)cc12
    -2%, 7.3%, -3%, -10%, -4%
COc1ccc(C(=O)NCCc2ccc(Cl)cc2)cc1S(=O)(=O)N1CCCCC1C (stereo not drawn)
    0%, 0.6%, 34%, -4%, /
O=C(Nc1ccncc1)C1CCN(S(=O)(=O)c2ccccc2C(F)(F)F)CC1
    -3%, 4.4%, 15%, -2%, -7%
Cc1cccc(Cn2c(=O)c3c(nc4n3CCCN4Cc3ccccc3)n(C)c2=O)c1
    0%, 3.9%, 27%, 12%, 1%
CCOc1ccc(N(CC(=O)Nc2ccc(C)cc2)S(=O)(=O)c2c(C)[nH]c(=O)[nH]c2=O)cc1
    -1%, 4.9%, 19%, 10%, 8%
O=C(Nc1ccccc1)[C@@H]1CC=C[C@@H]2CCN(C3CCCCC3)C(=O)[C@@H]21
    -2%, 0.3%, -15%, -15%, -6%
CCOc1nc(C#N)nc(N2CCCCC2)n1
    /, 7.2%, /, 3%, /
CC(C)c1nnc(NC(=O)CCC(=O)NCc2ccccc2Cl)s1
    1%, 0.2%, -5%, 0%, 2%
CC(=O)NCCc1csc(-c2ccccc2)n1
    0%, 0.3%, 8%, -4%, -6%
CC(C(=O)NC1C(=O)N2C(C(=O)O)=C(CSc3nnnn3C)CSC12)n1cc(Cl)cn1 (stereo not drawn)
    -10%, 2.4%, -5%, -10%, 0%
Cc1ccc(C)n1-c1ccc(C(=O)N/N=C/c2ccncc2)cc1
    -1%, 1.3%, 27%, -2%, 12%
Cc1cc(NC(=O)CSc2n[nH]c(-c3cccs3)n2)no1
    5%, 1.2%, -2%, -3%, 1%
N#C/C(=C(/O)c1cc2ccccc2o1)c1nc2ccccc2s1
    1%, 0.9%, 71%, -8%, 6%
COCc1nc2sc3c(c2c(=O)[nH]1)CCCC3
    -8%, 0.2%, 0%, -1%, -6%
CCOc1ccc(S(=O)(=O)N2CCC(C(=O)NCc3ccncc3)CC2)cc1
    -10%, 0.6%, 12%, -10%, -1%
CCCCc1nnc(NC(=O)CSc2nc(C)cc(=O)[nH]2)s1
    -2%, i, 12%, 2%, -14%
Cc1ccccc1C(=O)Nc1c(C(=O)N2CCCC2)cnn1-c1ccccc1
    -4%, 0.7%, -6%, -9%, -12%
CCOc1ccc(NC2=CC(=O)C(=O)c3ccccc32)cc1
    /, 2.6%, /, -8%, /
O=C(NCCCNC1CCCCC1)c1ccc(/C=N/O)nc1
    -3%, 0.4%, 3%, 10%, 1%
O=C(NC1CCN(C(=O)N2c3ccccc3Sc3ccccc32)CC1)c1ccccc1Cl
    62%, i, 17%, 2%, 0%
COc1ccc(-c2nnn(CC(=O)N(Cc3cccs3)C(C)C(=O)NC3CCCC3)n2)cc1OC (stereo not drawn)
    0%, 3.4%, 66%, 4%, -2%

Values in the order – M. tuberculosis HTS, inhibitors of VEEV, M. tuberculosis, influenza NS1A, Salmonella PhoP GFP
CCNC(=S)N1CCN(Cc2ccc3c(c2)OCO3)CC1
    -9%, 1.1%, -5%, -6%, -18%
CCCCCCCCc1nc(SC(C)C(=O)O)n[nH]1 (stereo not drawn)
    -2%, i, -7%, 2%, -8%
O=C(C1=C[C@@H](C2CC2)C[C@@H](OCCCCO)O1)N1CCN(Cc2ccc3c(c2)OCO3)CC1
    -7%, 0.1%, -36%, 0%, 0%
COC(=O)c1sccc1NS(=O)(=O)c1ccccc1
    -5%, 2.3%, -2%, -3%, -6%
CC(C)(C)c1csc(NNC(=O)c2ccc(Cl)cc2)n1
    60%, i, 50%, /, 1%
CCOC(=O)c1c(NC(C)=O)sc2c(OC)c(Br)ccc12
    -1%, i, /, -5%, 17%
Cc1cc(NC(=O)CN2CCN(c3cccc(Cl)c3)CC2)no1
    4%, 5.7%, 55%, 8%, 10%
Nc1nc(N2CCN(c3ccc(F)cc3)CC2)n[nH]1
    -3%, 1.9%, -7%, 7%, 7%
CNC(=O)c1ccccc1S(=O)(=O)c1ccccc1C#N
    -6%, 0.8%, -6%, -2%, -4%
COc1ccc(C(=O)NC2CC2)cc1OC1CCN(Cc2ccc(SC)cc2)CC1
    2%, i, 14%, 3%, 5%
CCOC(=O)C1=NNC(C(=O)c2ccc(Cl)cc2)C1c1ccc(OC)cc1 (stereo not drawn)
    19%, 4.6%, 72%, -1%, 0%
O=C1NC2(CCCCC2)C(=O)N1c1ccc(Cl)cc1
    5%, 2.6%, -1%, -10%, -1%
COC(=O)c1sccc1Oc1c(Cl)cccc1[N+](=O)[O-]
    3%, 3.1%, 8%, /, 5%
Cc1ccc(S(=O)(=O)N/N=C2/CCCCC2C2CCCCC2)cc1[N+](=O)[O-] (stereo not drawn)
    3%, 1.3%, -3%, -1%, -4%
Cc1nn2c(-c3cccc(NC(=O)CN4CCOCC4)c3)nnc2c2ccccc12
    -2%, /, -5%, /, 0%
Cc1cccn2c(CNCC3(c4ccccc4)CCCC3)c(C(=O)N3CCOCC3)nc12
    -3%, 6.4%, -2%, -1%, 8%
O=C(CCN=C1NS(=O)(=O)c2ccccc21)OCc1c(F)c(F)c(F)c(F)c1F
    /, i, /, -10%, /
Cc1ccc(C2=[N+]([O-])C3(CCCCC3=O)N(O)C2(C)C)cc1 (stereo not drawn)
    4%, 3.0%, -11%, -2%, 6%
Cc1ccc(NC(=O)NC(=O)CN2C(=O)NC3(CCCCCCC3)C2=O)c(C)c1
    55%, 0.8%, -8%, 1%, -15%
CCn1c(CNc2ccc(Cl)cc2)nnc1SCC(=O)NCc1ccccc1
    1%, 7.3%, 33%, 7%, 6%
COC(=O)/C=C/C(=O)N1CCN(c2cccc(Cl)c2)CC1
    9%, /, 69%, /, -3%
COc1ccc(OC)c(CN2CCC(CO)(CCOc3ccccc3)CC2)c1
    10%, i, 24%, 2%, 7%
CSc1nc2nc(C)cc(-c3ccccc3)n2n1
    -9%, i, -8%, 2%, -3%
OC1C=CSc2nc3ccccc3n21 (stereo not drawn)
    0%, 2.3%, 4%, -6%, 7%
COc1ccc(C)cc1NS(=O)(=O)c1ccc(-c2cnc(C3CC3)o2)cc1
    8%, 4.8%, 9%, 4%, 1%
O=C(O)C1Oc2cc3ccccc3cc2O1
    1%, 0.5%, 16%, -7%, 13%
O=[N+]([O-])c1ccc(S(=O)(=O)N2CCN(C3CCN(Cc4ccccc4)CC3)CC2)cc1
    -3%, i, 13%, 2%, 2%
O=c1[nH]c(=O)n(C2CCCCC2)c(O)c1C=NCCCn1ccnc1
    -6%, 1.6%, 16%, 11%, -8%
CC1(C(=O)N(CC(=O)NC2CCCC2)C2CCCC2)CC(=O)N=C2C=CC=CN21 (stereo not drawn)
    9%, i, 7%, 19%, -3%

2 entries drawn at random from those above, as already listed:
Values in the order – M. tuberculosis HTS, inhibitors of VEEV, M. tuberculosis, influenza NS1A, Salmonella PhoP GFP
Cc1cc(NC(=O)CN2CCN(c3cccc(Cl)c3)CC2)no1
    4%, 5.7%, 55%, 8%, 10%
COC(=O)c1sccc1NS(=O)(=O)c1ccccc1
    -5%, 2.3%, -2%, -3%, -6%

Some entries already given with just Salmonella PhoP GFP, inhibitors of VEEV and influenza NS1A.
| Compound | Salmonella PhoP GFP | inhibitors of VEEV | influenza NS1A |
| --- | --- | --- | --- |
| CCOC(=O)c1c(NC(=O)C(C)Sc2c[nH]c3ccccc23)sc2c1CCC2 (stereo not drawn) | 1% | 4.6% | 31% |
| CC(C)c1nnc(NC(=O)CCC(=O)NCc2ccccc2Cl)s1 | 2% | 0.2% | 0% |
